# BaF3 tox: reduces parental Ba/F3 cell viability, JAK2V617F counter-screen. CellTiter-Glo ATP luminescence. inhibition, % at 5.6 µM. AID 1486. actives 1.1% (n = 220,000);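 active = inhibition above a per-campaign cutoff, the mean inhibition of all tested compounds plus 3 SD, cut at about 27% in these data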;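 also: 0% = DMSO wells and 100% = JAK Inhibitor I control wells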
# PERK inh: blocks human PERK kinase | CHO PERK-DD fusion, SEAP luminescence translation reporter | inhibition, % at 5.6 µM | actives 0.17% (n = 220,000) | AID 1416;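 active = inhibition above the mean inhibition of all tested compounds plus 3 SD, set separately per screening campaign, cut at about 2.9% in these data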;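 also: PERK kinase domain activated by AP20187 dimerizer at 100 nM; 0% = DMSO with dimerizer and 100% = rapamycin at 8.4 µM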
# S1P4 antag: blocks the human S1P4 receptor. S1P4-expressing cells, antagonist mode, reporter read-out. inhibition, % at 4.98 µM. AID 1510. actives 0.26% (n = 220,000). O95977; in the data active = inhibition above about 29%;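 also: 0% = wells stimulated with agonist and 100% = vehicle wells without agonist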
# Target sequence (O95977 whole entry, looked up): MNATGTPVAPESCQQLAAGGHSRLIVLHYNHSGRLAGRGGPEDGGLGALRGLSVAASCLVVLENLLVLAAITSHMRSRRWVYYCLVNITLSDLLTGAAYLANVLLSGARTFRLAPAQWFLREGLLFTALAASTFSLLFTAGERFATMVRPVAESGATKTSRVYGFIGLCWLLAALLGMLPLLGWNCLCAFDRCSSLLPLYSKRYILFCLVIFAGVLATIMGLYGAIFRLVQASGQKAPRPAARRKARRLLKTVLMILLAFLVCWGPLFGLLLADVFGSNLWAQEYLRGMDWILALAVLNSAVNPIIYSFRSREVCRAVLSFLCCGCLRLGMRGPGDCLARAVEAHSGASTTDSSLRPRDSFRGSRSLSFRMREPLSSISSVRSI
# TRPN1 ag: zebrafish TRPN1 (NompC) channel agonism; HEK293 zebrafish TRPN1-YFP, Fluo-8 calcium fluorescence; 100% = response to 87 µM carbachol; activation, % at 3 µM; actives 0.18% (n = 220,000);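 active = activation above its plate's cutoff, the mean activation of test wells on that plate plus 3 SD, cut at about 19% in these data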;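 also: 0% = DMSO alone and 100% = 87 µM carbachol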
#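 Material: zebrafish TRPN1-YFP in HEK293 cells. Doses: one dose of 3 µM, 0.3% DMSO. Incubation: dye 1 h 37 °C plus 30 min RT. Measured by: intracellular calcium fluorescence with Fluo-8.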
# S1P4 ag: human S1P4 receptor agonism; activation, % at 4.98 µM; S1P4-expressing cell line, agonist reporter assay; O95977; actives 0.35% (n = 220,000); in the data active = activation above about 11%;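 also: 0% = DMSO vehicle and 100% = reference agonist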
# m-calpain inh: calpain II (pig) inhibition | actives 0.37% (n = 220,000) | purified calpain II, fluorogenic peptide substrate, 30 min | inhibition, % at 16 µM;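 active = inhibition above about 50%, limit read from the data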
# EP2 mod: modulators of human EP2 prostaglandin E2 receptor. P43116. EP2-expressing cells, cAMP HTRF FRET, PGE2 co-stimulation. induction, % at 25 µM. actives 0.83% (n = 260,000). AID 940;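 active = compounds whose cAMP rise, as percent of the full-agonist control response, exceeds 60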;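 also: rat C6 glioma line stably carrying human EP2 under a CMV promoter; the protocol text gives 20 µM as final concentration; 100% = response of wells given 1 µM PGE2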
# TRPML3 agonist: activates the human TRPML3 channel; Q8TDD5; HEK293 TRPML3-YFP, Fluo-8 calcium fluorescence; 100% = the carbachol control signal; activation, % at 3 µM; actives 0.29% (n = 220,000);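 active = activation above its plate's cutoff, the mean activation of the plate's test wells plus 3 SD, cut at about 12% in these data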;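 also: 0% = DMSO only wells and 100% = carbachol wells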
# Target sequence (Q8TDD5 whole entry, looked up): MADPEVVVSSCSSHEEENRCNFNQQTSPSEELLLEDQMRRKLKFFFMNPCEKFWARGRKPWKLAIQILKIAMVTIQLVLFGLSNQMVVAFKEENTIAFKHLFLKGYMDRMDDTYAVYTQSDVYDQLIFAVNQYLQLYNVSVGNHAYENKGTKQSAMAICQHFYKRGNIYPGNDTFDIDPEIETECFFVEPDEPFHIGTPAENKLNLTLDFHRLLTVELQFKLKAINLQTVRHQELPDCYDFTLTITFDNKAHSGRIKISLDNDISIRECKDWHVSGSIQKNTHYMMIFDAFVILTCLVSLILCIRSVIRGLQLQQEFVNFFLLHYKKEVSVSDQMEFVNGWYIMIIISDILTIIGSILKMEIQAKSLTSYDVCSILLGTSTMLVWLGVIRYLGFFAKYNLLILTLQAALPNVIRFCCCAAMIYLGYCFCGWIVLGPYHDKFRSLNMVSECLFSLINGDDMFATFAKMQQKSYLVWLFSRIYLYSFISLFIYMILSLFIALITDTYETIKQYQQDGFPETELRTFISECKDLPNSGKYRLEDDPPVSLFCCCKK
#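 Test system – HEK293 line with stable expression of human TRPML3-YFP channel · Control set – carbachol 87 µM final as high control (100%), DMSO as low control (0%) · Signal – Fluo-8 calcium dye fluorescence, ex 470-495, em 515-575 nm · Incubation – 1-h 37 °C dye load, 5-s basal, 120-s post-compound reads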
# Ba/F3 V617F tox: loss of viability in JAK2V617F-driven Ba/F3 cells; AID 1446; Ba/F3 EpoR-JAK2V617F viability, ATP luminescence; actives 1.1% (n = 220,000); inhibition, % at 5.6 µM;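 active = inhibition above the campaign mean plus 3 SD over all tested compounds, cut at about 24% in these data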;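 also: cytokine-independent growth of Ba/F3 cells driven by EpoR plus mutant JAK2; 0% = DMSO-treated cells and 100% = JAK inhibitor I control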
# Active calls of the source: *; i = inactive; x = no result given; & = joins results of further samples.
1. COc1ccc(N(CC(=O)NCc2ccc(C)cc2)S(=O)(=O)c2c(C)nn(C)c2C)cc1
2. O=C(CSc1nnc(-c2ccc(Br)cc2)n1C1CCCCC1)N1CCCC1
3. Cc1nc(C)c(Oc2cccc(C(F)(F)F)c2)c(=O)[nH]1
4. O=C(Nc1ccccc1)/C(=C/c1ccccc1)c1ccccc1
5. O=C(Nc1cc(=O)[nH]c(=O)[nH]1)c1cccc(Br)c1
6. O=C(CSc1ccc(Cl)cc1)N1N=CCC1c1ccccc1 (configuration not stated)
7. COc1ccc(/C=C/C(=O)OCCCN(C)C)cc1
8. Cc1cccc(OCC(=O)N2CCN(S(C)(=O)=O)CC2)c1
assay / entry,1,2,3,4,5,6,7,8
BaF3 tox,5,4,-3,4,37*,7,-1,4
PERK inh,-0.2,-0.4,1.8,-0.5,0.7,-0.4,-0.2,1.1
S1P4 antag,21,-24,-14,-7,-5,-14,-13,-12
TRPN1 ag,0.4,-1.2,1.4,0.5,-0.5,-1.5,1.0,0.9
S1P4 ag,2.1,-2.6,1.0,1.7,-0.9,2.1,-0.7,2.5
m-calpain inh,3,-6,0,10,23,0,-1,16
EP2 mod,14,19,-26,78*,10,34,-3,16
TRPML3 agonist,0.2,0.1,0.7,0.0,0.7,-0.8,1.2,0.9
Ba/F3 V617F tox,0,-2,4,17,12,-1,0,4

# Whole records as entered above:
# `Cc1nc(C)c(Oc2cccc(C(F)(F)F)c2)c(=O)[nH]1` in the list: BaF3 tox = -3; PERK inh = 1.8; S1P4 antag = -14; TRPN1 ag = 1.4; S1P4 ag = 1.0; m-calpain inh = 0; EP2 mod = -26; TRPML3 agonist = 0.7; Ba/F3 V617F tox = 4
# `O=C(CSc1ccc(Cl)cc1)N1N=CCC1c1ccccc1` (configuration not stated) in the list: BaF3 tox = 7; PERK inh = -0.4; S1P4 antag = -14; TRPN1 ag = -1.5; S1P4 ag = 2.1; m-calpain inh = 0; EP2 mod = 34; TRPML3 agonist = -0.8; Ba/F3 V617F tox = -1
# `O=C(Nc1cc(=O)[nH]c(=O)[nH]1)c1cccc(Br)c1` in the list: BaF3 tox = 37*; PERK inh = 0.7; S1P4 antag = -5; TRPN1 ag = -0.5; S1P4 ag = -0.9; m-calpain inh = 23; EP2 mod = 10; TRPML3 agonist = 0.7; Ba/F3 V617F tox = 12

# Remaining list, next part
9. CCCCN(CC)C(=O)CN1C(=O)c2ccccc2C1=O
10. O=C(CSc1nnc2ccccn12)Nc1ccc2c(c1)OCCO2
11. Cc1cc(C)c2c(=O)[nH]c(SCC(=O)N(C)C)nc2n1
12. Cc1cc(NC(=O)CCC(=O)N(c2cccc(F)c2)C(C(=O)NC2CCCC2)c2ccncc2)no1 (configuration not stated)
13. COc1ccc(CCNC(=O)CN2CCN(c3cccc(C(F)(F)F)c3)CC2)cc1
14. CC1(C)Cc2cccc(OCC(=O)N3CCN(c4ccc([N+](=O)[O-])cc4)CC3)c2O1
15. Cc1cc(C)n(-c2cc(N3CCN(S(=O)(=O)c4ccc(C)c(C)c4)CC3)ccc2[N+](=O)[O-])n1
16. CCOC(=O)c1c(NC(=O)Cn2nc(C(=O)O)c3ccccc3c2=O)sc(C)c1C
assay / entry,9,10,11,12,13,14,15,16
BaF3 tox,3,-2,-2,4,5,6,7,3
PERK inh,-0.5,1.1,0.5,1.2,0.1,-1.2,-0.3,0.1
S1P4 antag,0,3,-5,-34,2,4,3,-8
TRPN1 ag,0.3,0.9,0.8,-0.9,-0.3,1.3,-0.1,-0.2
S1P4 ag,1.9,0.3,0.0,1.8,1.6,0.9,0.3,0.2
m-calpain inh,24,4,-1,-12,-15,34,27,-69
EP2 mod,3,27,6,12,-24,-7,10,11
TRPML3 agonist,1.1,-0.3,0.3,0.4,0.3,0.0,0.7,1.0
Ba/F3 V617F tox,0,2,-1,-5,1,5,-1,-1

# Compounds listed so far with bromine, in the order listed:
2. O=C(CSc1nnc(-c2ccc(Br)cc2)n1C1CCCCC1)N1CCCC1
5. O=C(Nc1cc(=O)[nH]c(=O)[nH]1)c1cccc(Br)c1
assay / entry,2,5
BaF3 tox,4,37*
PERK inh,-0.4,0.7
S1P4 antag,-24,-5
TRPN1 ag,-1.2,-0.5
S1P4 ag,-2.6,-0.9
m-calpain inh,-6,23
EP2 mod,19,10
TRPML3 agonist,0.1,0.7
Ba/F3 V617F tox,-2,12

# Remaining list, next part.
17. Cc1ccc(-c2nc(C)sc2CC(=O)OCC(=O)Nc2c(F)cccc2F)cc1
18. Cc1ccc(-c2cc(C(=O)Nc3ccc(S(=O)(=O)Nc4onc(C)c4C)cc3)[nH]n2)c(O)c1
19. O=C(OCC(=O)N1CCc2ccccc21)c1ccc[nH]c1=O
20. COc1cc(OC)cc(-c2cc3nc(C)c(CCC(=O)Nc4nc(C)cs4)c(C)n3n2)c1
21. Cc1[nH]c(=O)c(C#N)cc1-c1ccccc1
22. CC1CCCCC1NC(=O)C1CCN(S(=O)(=O)N2CCOCC2)CC1 (configuration not stated)
23. Cc1nnc(SCC(=O)Nc2cccc(C(F)(F)F)c2)[nH]c1=O
24. CCCOc1ccc(N2C(=O)CC(N(Cc3ccco3)C(C)=O)C2=O)cc1 (configuration not stated)
assay / entry,17,18,19,20,21,22,23,24
BaF3 tox,0,-4,4,9,7,3,5,2
PERK inh,0.5,0.3,1.4,0.1,1.6,0.0,0.0,0.0
S1P4 antag,-72,-15,2,-10,-12,-5,4,5
TRPN1 ag,-2.1,0.5,-1.2,0.3,1.2,1.2,-0.3,-0.1
S1P4 ag,0.0,0.2,1.0,1.5,0.2,1.7,-2.6,0.6
m-calpain inh,3,27,-3,-51,-35,27,4,-11
EP2 mod,-80,-13,9,-53,43,9,24,6
TRPML3 agonist,-0.6,0.2,0.4,0.3,0.8,-0.3,-0.1,0.2
Ba/F3 V617F tox,-7,2,-2,0,-2,3,1,-2

25. O=S(=O)(O)c1nnc2sc3ccccc3n12
26. O=C1CCCc2[nH]nc(-c3cccnc3)c21
27. COc1ccc(OC)c(-n2c(=S)[nH]c3c(sc(=S)n3-c3ccccc3)c2=O)c1
28. CCCCc1nc2ccccc2c(=O)n1NC(=O)c1c(O)c2c(n(CC(C)C)c1=O)CCCC2
29. COP(=O)(OC)c1nc(-c2cccc3ccccc23)oc1N1CCOCC1
30. O=C(CSc1nnnn1C1CCCC1)N1CCCc2ccccc21
31. CCN(CC)c1ccc(/C=C/c2cc(-c3ccccc3)c3ccccc3n2)cc1
32. N#CC1(NC(=O)CN2CCN(S(=O)(=O)c3ccccc3F)CC2)CCCC1
assay / entry,25,26,27,28,29,30,31,32
BaF3 tox,-1,2,5,2,28*,-1,9,3
PERK inh,0.1,1.1,1.8,-0.3,0.3,-1.0,-0.1,-0.5
S1P4 antag,-9,9,1,-12,-6,-2,46*,-30
TRPN1 ag,0.4,-0.3,0.7,1.6,-0.7,0.5,4.0,1.1
S1P4 ag,0.9,-1.6,1.4,0.5,4.2,-2.5,8.3,2.2
m-calpain inh,-14,-12,-24,-234,-468,14,1,4
EP2 mod,-10,29,16,24,-13,-9,-22,3
TRPML3 agonist,1.2,0.5,0.3,1.1,-0.2,-0.2,2.3,1.1
Ba/F3 V617F tox,2,0,1,-5,-1,-4,0,-1

33. CCOc1cccc(-c2nnc3sc(-c4cccs4)nn23)c1
34. COc1cc(/C=C(\C#N)C(=O)NCC2CCCO2)cc(OC)c1OC (configuration not stated)
35. Cc1nc2nc(-c3ccccc3)cn2nc1C
36. Cc1ccc(Nc2nc(-c3c(C)nc4ccccn34)cs2)cc1
37. CCCCN(Cc1ccccc1)S(=O)(=O)c1ccc2c(c1)n(C)c(=O)c(=O)n2C
38. COc1ccc(C2/C(=C(/O)c3ccccc3)C(=O)C(=O)N2c2ccccn2)cc1OC (configuration not stated)
39. C=CCn1c(-c2oc3nc(-c4ccccc4)cc(-c4ccccc4)c3c2N)n[nH]c1=S
40. CC(C)(C)c1nnc(NS(C)(=O)=O)s1
assay / entry,33,34,35,36,37,38,39,40
BaF3 tox,1,3,5,92*,-1,11,3,4
PERK inh,0.6,0.6,1.1,-0.8,-1.2,1.5,0.8,0.3
S1P4 antag,-22,1,-8,28,1,-3,-10,-13
TRPN1 ag,0.2,1.0,0.5,-0.5,3.3,1.8,0.0,0.3
S1P4 ag,0.4,1.0,1.2,0.3,-2.3,-0.1,1.8,0.5
m-calpain inh,-16,0,i,-18,0,19,-76,x
EP2 mod,2,2,3,9,-27,-3,61*,x
TRPML3 agonist,1.1,0.2,0.4,0.3,-0.2,0.7,0.5,0.6
Ba/F3 V617F tox,-3,-1,-2,94*,2,2,-1,-3

# Values in list order from the entries so far.
# Nos. 34 to 39 in TRPML3 agonist: 0.2, 0.4, 0.3, -0.2, 0.7, 0.5
# Nos. 34 to 39 in Ba/F3 V617F tox: -1, -2, 94*, 2, 2, -1

# Other compounds
41. Nc1ccc(OCCCc2c(N)nc(N)nc2N)cc1
42. COCCCNC(=S)N1CCN(C(=O)C(=O)Nc2ccc(C(=O)OC)cc2)CC1
43. Cc1nn(C/C(C#N)=N\O)c(C)[n+]1N
44. c1ccc(OCCSc2nnnn2C2CCCCC2)cc1
45. O=C(Nc1ccccc1)N1CCCC(CNS(=O)(=O)Cc2ccccc2)C1 (configuration not stated)
46. COC(=O)C1=C(C)Nc2nc3ccccc3n2C1c1ccccc1F (configuration not stated)
47. CCn1c(COc2ccc(Cl)c(C)c2)nnc1SCC(=O)N1CCCC1
48. CCCCNC(=S)N=Nc1c(O)n(Cc2ccccc2)c2ccccc12
assay / entry,41,42,43,44,45,46,47,48
BaF3 tox,-1,3,-1,4,-1,2,7,7
PERK inh,0.7,-0.1,1.2,0.0,-0.3,-2.5,-1.0,0.6
S1P4 antag,-10,-15,-10,2,-16,12,0,-8
TRPN1 ag,1.8,0.9,1.5,-0.4,0.3,-2.4,1.1,1.1
S1P4 ag,-0.2,1.4,2.1,-0.9,2.5,0.4,0.6,-2.0
m-calpain inh,-24,-6,9,x,-18,-48,-11,30
EP2 mod,-1,-12&-8,2,x,3,2,-13&-22,11
TRPML3 agonist,-0.9,0.7,0.7,-1.4,0.6,-0.7,1.0,0.3
Ba/F3 V617F tox,3,0,3,-5,-5,1,7,4

# An excerpt from above, showing only TRPN1 ag.
no. | molecule | TRPN1 ag
43 | Cc1nn(C/C(C#N)=N\O)c(C)[n+]1N | 1.5
44 | c1ccc(OCCSc2nnnn2C2CCCCC2)cc1 | -0.4

# The listing continues.
49. CCN(CC)C(=O)/C(=C/c1ccc(F)cc1)NC(C)=O
50. Cc1nn(-c2ccc(C(=O)O)cc2)c(=O)c2ccccc12
51. O=C(COC(=O)c1cc(=O)c2ccccc2o1)NCC1CCCCC1
52. Cc1ccc2[nH]c(=O)c(CN(CCCO)S(=O)(=O)c3c(C)ccc4nsnc34)cc2c1
53. O=C(CSc1nnc(SCc2ccc(Cl)cc2)s1)N/N=C/c1ccccc1C(=O)O
54. N#Cc1cc2ccccc2nc1SCC(=O)Nc1ccc(S(=O)(=O)N2CCCC2)cc1
assay / entry,49,50,51,52,53,54
BaF3 tox,4,3,6,4,4,7
PERK inh,1.0,0.9,0.8,-0.1,1.0,-0.9
S1P4 antag,-11,-2,-37,-16,3,0
TRPN1 ag,1.1,1.5,0.4,-0.4,0.9,2.0
S1P4 ag,1.7,-1.7,0.0,1.4,0.6,1.1
m-calpain inh,1,-8,11,-3,19,-303
EP2 mod,27,16,24,18&-55,-45,22&-13
TRPML3 agonist,1.1,0.8,1.4,-0.2,1.0,1.8
Ba/F3 V617F tox,-2,-1,1,0,-1,4
